High-throughput results as filed in PubChem.
TbREL1 primary – TbREL1 inhibition, primary screen; TbREL1 RNA ligation, FRET fluorescence; inhibition, % at 9.66 µM; 89,000 tested, 0.49% active;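 active = inhibition above the mean inhibition across all screened compounds plus 3 SD, cut at about 11% in these data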;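 note: 0% = plate median of test wells and 100% = NSC42067 control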
Target sequence (P86926 whole entry, looked up): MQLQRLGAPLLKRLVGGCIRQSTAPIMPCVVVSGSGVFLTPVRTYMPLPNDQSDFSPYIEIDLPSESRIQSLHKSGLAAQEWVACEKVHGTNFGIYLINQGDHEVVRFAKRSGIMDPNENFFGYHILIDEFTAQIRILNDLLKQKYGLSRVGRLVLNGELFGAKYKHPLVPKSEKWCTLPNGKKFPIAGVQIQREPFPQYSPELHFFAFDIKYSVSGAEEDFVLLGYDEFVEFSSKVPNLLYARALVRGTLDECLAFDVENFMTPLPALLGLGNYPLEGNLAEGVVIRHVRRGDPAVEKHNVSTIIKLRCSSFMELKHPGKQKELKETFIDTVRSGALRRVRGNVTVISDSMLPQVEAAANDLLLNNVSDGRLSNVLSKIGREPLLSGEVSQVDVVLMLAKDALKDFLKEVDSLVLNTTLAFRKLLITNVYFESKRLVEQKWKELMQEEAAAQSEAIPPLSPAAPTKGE
* marks the source's active call; other numbers are inactive results. Some of the compounds tested, so the mix of outcomes need not match the whole.

SMILES	TbREL1 primary
CC(=O)Nc1cccc(C(=O)OCC(=O)NNC(=O)c2ccc([N+](=O)[O-])cc2)c1	3
COc1ccc(C(C)NC(=O)Nc2ccc(C(C)=O)cc2)cc1OC (stereo unspecified)	2
C/C(=N/NC(=O)c1ccc(C)s1)c1cccc(NC(=O)COc2ccc(Cl)cc2Cl)c1	6
Cc1occc1C(=O)N1CCN(c2ncccn2)CC1	-1
Cc1ccc(NC(=S)NC(=O)c2ccc(-c3ccccc3)cc2)c(C)c1	-1
CCCCN(CC)C(=O)Cn1cnc2ccc(S(=O)(=O)N3CCC(C)CC3)cc2c1=O	1
Cc1ccc(-c2nc3c(C)cc(Br)cn3c2Cc2cccc(F)c2)cc1	-1
Cc1sc(NC(=O)C2C3CCC(O3)C2C(=O)O)c(C(=O)OC(C)C)c1-c1ccc(Cl)cc1 (stereo unspecified)	-2
c1ccc2c(c1)nc(-c1ccncc1)n2CCNc1nc(CN2CCCCC2)cs1	1
Cc1nc(SC(C(N)=O)c2ccccc2)c(C#N)c(C)c1C (stereo unspecified)	-3
CSCCC(NC(N)=O)C(=O)N(C)CC(=O)Nc1ccc(C)cc1 (stereo unspecified)	2
COc1ccc2cc(-c3ccsc3)ncc2c1	-1
COc1cccc(OCC(=O)Nc2c3c(nn2-c2ccccc2)CS(=O)(=O)C3)c1	4
O=C(c1ccc(NC(=O)C2(c3ccccc3)CCOCC2)cc1)N1CCOCC1	-1
Cc1ccc(S(=O)(=O)N2[C@@H](c3ccc(Br)cc3)C(C(=O)O)=CC[C@H]2c2cccc(C)c2)cc1	-1
O=C(N[C@@H](Cc1cccnc1)C(=O)N1CCC[C@H]1C(=O)NC1CCCC1)C1CC1	5
Cc1cc(Br)cc(Cl)c1OC(=O)c1cnccn1	6
CCN(CC)C(=O)c1ccccc1NS(C)(=O)=O	8
O=C(N[C@@H](Cc1ccccc1)C(=O)N1CCN(S(=O)(=O)c2cccc(F)c2)CC1)c1ccco1	4
CCC(CC)C(=O)c1c[nH]c(C(=O)NCc2cccs2)c1	-2

Arranged by SMILES length (low to high): part of the list above
SMILES	TbREL1 primary
Cc1ccc(NC(=S)NC(=O)c2ccc(-c3ccccc3)cc2)c(C)c1	-1
CCCCN(CC)C(=O)Cn1cnc2ccc(S(=O)(=O)N3CCC(C)CC3)cc2c1=O	1
Cc1sc(NC(=O)C2C3CCC(O3)C2C(=O)O)c(C(=O)OC(C)C)c1-c1ccc(Cl)cc1 (stereo unspecified)	-2

The listing continues.
SMILES	TbREL1 primary
O=C1CCc2cc(S(=O)(=O)N3CCN(c4ccccc4F)CC3)ccc2N1	3
CC(N)c1csc(Nc2nccc(C(F)(F)F)n2)n1 (stereo unspecified)	2
c1ccc2c(c1)nc1n2CC2CON(C3CCCCC3)C12 (stereo unspecified)	2
N=C1SC(c2ccccc2)C(=O)N1c1ncc(Cc2ccccc2Cl)s1 (stereo unspecified)	-1
N=c1c(S(=O)(=O)c2ccccc2)cc2c(=O)n3ccccc3nc2n1CCCN1CCOCC1	-2
CCc1cccc(NC(=O)Cn2cc3c(n2)CCCC3)c1	0
O=C(Nc1ccc2c(c1)OCCO2)c1ccccc1F	-1
Cc1ccc(CN2CC(C(=O)NNC(=O)c3ccc(F)cc3)CC2=O)cc1 (stereo unspecified)	-1
CC(C)CN1CCC(=O)N([C@H](CN=[N+]=[N-])Cc2ccccc2)CC1	-1
S=C(NCc1ccccc1)NNc1nc2ccccc2[nH]1	-2
COc1ccc(-n2c(SCC(=O)Nc3ccc(Oc4ccccc4)cc3)nnc2-c2ccco2)cc1	2
O=C1CCc2cc(S(=O)(=O)NCc3ccc(F)cc3)cc3c2N1CCC3	4
O=C(c1ccc(-n2cnnn2)cc1)N1CCCCC1	0
CCN(CC)c1ccc(C=Nc2ccc(C)cc2)c(O)c1	-2
CCCCN(C(=O)c1ccc(C)c(S(=O)(=O)N2CCOCC2)c1)c1c(N)n(CCCC)c(=O)[nH]c1=O	-1
COc1cccc(C(=O)CN(C(=O)c2ccc(Cl)c(Cl)c2)N2C(=O)C3CCCCC3C2=O)c1 (stereo unspecified)	3
Cc1nn(CC(=O)NC2(C#N)CCCCC2)c(C)c1[N+](=O)[O-]	1
COc1ccc(S(=O)(=O)Nc2c(C(=O)O)[nH]c3ccccc23)c(OC)c1	-1
CS(=O)(=O)c1ccc(-c2cnc3c(NC=O)cc(-c4ccsc4)cn23)cc1	2
COc1ccccc1-c1ccc([C@@H]2C[C@H]3[C@H](CON3C)CN2S(=O)(=O)c2cc(Cl)cc(Cl)c2)cc1	-3
O=C(O)c1ccc2c(c1)N(Cc1ccccc1F)C(=O)c1ccccc1S2=O (stereo unspecified)	3
CCN1C(=O)/C(=C2/C(=O)N3c4c(cc(OC(C)=O)cc42)C(C)=CC3(C)C)SC1=S	0
CCOC(=O)C1=C(C)NC(=O)NC1c1ccccc1 (stereo unspecified)	0
COc1ccc(CC(=O)Nc2sc(Cc3ccccc3)c(C)c2C(N)=O)cc1	1
Cc1ccc(S(=O)(=O)N2CCCCC2)cc1NC(=O)COC(=O)C1CC2C=CC1C2 (stereo unspecified)	-3
CN(C)C(CNc1ccc(S(C)(=O)=O)cc1[N+](=O)[O-])c1ccccc1 (stereo unspecified)	4
O=C(C1CCN(S(=O)(=O)c2ccc(F)cc2)CC1)N1CC=C(c2ccccc2)CC1	-1
CCCSc1nnc2nc(C)cc(C)n12	2
CC1=C(C(=O)N(C(C)C)C(C)C)CC(CC(=O)NCCCCc2ccccc2)C(=O)N1CCC1=CCCCC1 (stereo unspecified)	-3
Cc1[nH]c(=O)[nH]c(=O)c1S(=O)(=O)N(CC(C)C)CC(C)C	-3
CC(C)C[C@@H](CSc1ccccc1)N1CCN(C)CCC1=O	-3
CC(C)C(C)NC(=O)CSc1nc2scc(-c3ccco3)c2c(=O)n1-c1ccccc1 (stereo unspecified)	-3
O=C(C[n+]1ccccc1)N/N=C/c1cc(Br)ccc1F	0
N#CCCn1nc(-c2ccc([N+](=O)[O-])cc2)cc1Nc1ccccc1NC(=O)C(F)(F)F	-4
COC(=O)N/N=C/c1ccc(-c2cc(Cl)ccc2Cl)o1	-2
CC1CN(C(=O)CNC(=O)COc2ccccc2)CC(C)O1 (stereo unspecified)	4
Cn1c(SCc2cnc(-c3ccccc3)s2)nnc1C1COc2ccccc2O1 (stereo unspecified)	4
COC(=O)c1ccc(OC(=O)c2nn(C)cc2Cl)c(OC)c1	-2
CCc1ccccc1NC(=O)CSc1nnc([C@@H](NC(=O)OC(C)(C)C)C(C)C)o1	-1
CCn1c(SCc2cc(=O)[nH]c3ccccc23)nc2c1c(=O)n(C)c(=O)n2C	2

Looked up one by one from the list above:
SMILES	TbREL1 primary
c1ccc2c(c1)nc(-c1ccncc1)n2CCNc1nc(CN2CCCCC2)cs1	1
CCC(CC)C(=O)c1c[nH]c(C(=O)NCc2cccs2)c1	-2

The listing continues.
SMILES	TbREL1 primary
CCN(CC(=O)Nc1ccccc1C(F)(F)F)C(=O)CCc1nc2ccccc2c(=O)[nH]1	0
Cc1cccc(N2CCN(S(=O)(=O)c3ccc4c(c3)OCCO4)CC2)c1C	-1
Cc1ccc(N(CC(=O)Nc2ccccc2-c2ccccc2)S(=O)(=O)c2ccccc2)cc1	4
NC(=O)[C@H]1CC2(CC(c3cccc(NC(=O)CC(c4ccccc4)c4ccccc4)c3)=NO2)CN1C(=O)C(c1ccccc1)c1ccccc1 (stereo partly specified)	8
Cc1ccc2c(CN3CCN(CCO)CC3)cc(=O)oc2c1	-1
N#C/C=C/N1CCN(C(=O)c2ccco2)CC1	-4
S=C(c1ccc[nH]1)N1CCOCC1	-3
CCCCn1c(=NC(=O)c2cccnc2)c(C#N)cc2c(=O)n3cccc(C)c3nc21	3
CC1Cc2ccccc2N1C(=O)CN1CCC(n2nnc3cc(C(F)(F)F)ccc32)CC1 (stereo unspecified)	-2
CCOC1=C2[C@H](c3cccs3)N(S(=O)(=O)c3ccc(C)cc3)C[C@H]2n2c(=O)n(-c3ccccc3)c(=O)n2C1	-4
CC(C)C(NC(=O)CN1C(=O)c2ccccc2S1(=O)=O)C(C)C	-1
CCc1ccc2oc(C(=O)NCc3ccc(S(N)(=O)=O)cc3)c(C)c2c1	0
CCC(C)NC(=O)c1ccccc1NC(=O)c1ccccc1N(C)S(C)(=O)=O (stereo unspecified)	-2
CCOc1ccc(OCCC(=O)OCC(=O)N2CCN(S(=O)(=O)c3ccc(Cl)cc3)CC2)cc1	-2
CCOC(=O)N1CCN(C(=O)C2CCC(=O)N(CCCN3CCCC3=O)C2)CC1 (stereo unspecified)	-6
CC(=O)N1CCN(c2cc(-c3ccco3)nc3cc(-c4ccccc4)nn23)CC1	11
COP(=O)(O)C(COCCC(CC(C)C)NC(=O)OCc1ccccc1[N+](=O)[O-])NC(=O)OCc1ccccc1 (stereo unspecified)	0
COc1ccc(OCC(=O)Nc2ccc(S(=O)(=O)Nc3nc(C)cc(C)n3)cc2)cc1	2
Cn1c(SCC(=O)Nc2ccc3c(c2)OCCO3)nnc1C1CC1	0
COc1ccccc1Cc1c(-c2ccc(OC)c(OC)c2)nc2c3ccccc3ccn12	6
CC(c1ccccc1)n1c(SCC(=O)N2CC(=O)Nc3ccccc32)nc2ccccc2c1=O (stereo unspecified)	-2
Clc1ccc(Sc2cnc3ccccc3n2)cc1	0
CC(Oc1coc(CN2CCN(C(=O)c3ccco3)CC2)cc1=O)c1ccccc1 (stereo unspecified)	5
Cc1nc2ccccc2nc1CSc1nnc(N)s1	-1
COc1cc2cc(CCCOC(=O)c3ccc(F)cc3)oc(=O)c2cc1OC	-1
COC(=O)c1ccc(CSc2cc(C)c3ccccc3n2)o1	0
COc1ccc(-n2c(SCC(=O)Nc3ccc(C)c(Cl)c3)nc3ccccc3c2=O)cc1	2
CCOc1ccc(CCNC(=O)c2cc3sccc3n2C)cc1OCC	-2
COc1ccc(-c2cc(C(=O)N/N=C(\C)c3cccnc3)c3ccccc3n2)cc1	1
COCc1cc(C)nc(SCC(=O)Nc2ccc(N3CCOCC3)cc2)c1C#N	-6
Cc1cc(C)cc(NC(=S)NCc2ccc(S(N)(=O)=O)cc2)c1	-1
C=CCNC(=O)c1ccc(-c2nc(-c3ccccc3)cs2)cc1	6
Cn1c(=O)c2c(nc(SCCN3CCCCC3)n2Cc2ccc(Cl)cc2)n(C)c1=O	-2
CC(NC(=O)c1cccc(S(=O)(=O)N2CCCCCC2)c1)c1ccccc1 (stereo unspecified)	-3
Cc1ccnc(NCc2cc(Cl)cc(Cl)c2O)c1	4
Cc1c(NS(=O)(=O)c2cccc(C(=O)NC(C)c3ccccc3)c2)c(=O)n(-c2ccccc2)n1C (stereo unspecified)	-2
Cc1cccc(OCC(=O)NCCCNC(=O)c2ccco2)c1	-3
CCCCn1c(N)c(N(CCOC)C(=O)C2CC(=O)N(Cc3ccco3)C2)c(=O)[nH]c1=O (stereo unspecified)	1
CCN(CC)CCN1C(=O)C(=O)/C(=C(/O)c2cnn(-c3ccccc3)c2C)C1c1cccnc1 (stereo unspecified)	6
O=C(CCc1ccc(O)c(O)c1)NNC(=S)Nc1ccc(Br)cc1Cl	1

Taken from the listing (2 entries):
SMILES	TbREL1 primary
CC(c1ccccc1)n1c(SCC(=O)N2CC(=O)Nc3ccccc32)nc2ccccc2c1=O (stereo unspecified)	-2
Clc1ccc(Sc2cnc3ccccc3n2)cc1	0

The list goes on:
SMILES	TbREL1 primary
CC(OC(=O)c1oc2ccccc2c1CSC1CCCCC1)C(=O)NC(N)=O (stereo unspecified)	3
COc1ccc(N(CC(=O)NCC2CCCO2)S(=O)(=O)c2ccccc2)cc1OC (stereo unspecified)	-2
CCCc1nn(C)c(C(=O)Nc2cccc(Cl)c2)c1Cl	-1
O=C(NCc1ccccc1Cl)c1cnc2n(c1=O)CCS2	-1
CCOC(=O)C1=C(CC)Nc2ccccc2N=C1NC(=O)c1ccc(OC)c(S(=O)(=O)N2CCCCC2C)c1 (stereo unspecified)	-2
CCOc1ccc(-n2c(SCC(=O)Nc3ccc(S(=O)(=O)Nc4nccs4)cc3)nnc2-c2ccco2)cc1	2
O=C(CSc1ccc2nnc(CCNC(=O)c3ccc(F)cc3)n2n1)NCc1ccco1	0
CN(C)CCN(C(=O)c1cccs1)c1nc2cc3c(cc2s1)OCCO3	5
COc1ccc(N2CCN(C(=O)COCC(=O)O)CC2)cc1	6
Cc1ccc(NC(=O)CCN2C(=O)NC(C)(C)C2=O)cc1F	7
CCN1C(=NCc2ccc(OC)cc2)N[C@@H](c2ccccc2)[C@H](C(=O)OC)[C@H]1C	-2
NC(=S)N/N=C/c1ccccc1	-1
CC1Cc2cc(/C=C3/SC(N4CCC(C(N)=O)CC4)=NC3=O)ccc2O1 (stereo unspecified)	-2
CCCc1cc(=O)oc2cc(O[C@@H]3O[C@H](CO)[C@@H](O)[C@H](O)[C@H]3O)ccc12	1
O=C(CSc1nc2[nH]ncc2c(=O)[nH]1)Nc1ccccc1F	-1
Cc1cccc(C(=O)N2CCCN(C(=O)c3cccc(C)c3)CC2)c1	-2

Of the compounds above, four have a CF3 group:
SMILES	TbREL1 primary
CC(N)c1csc(Nc2nccc(C(F)(F)F)n2)n1 (stereo unspecified)	2
N#CCCn1nc(-c2ccc([N+](=O)[O-])cc2)cc1Nc1ccccc1NC(=O)C(F)(F)F	-4
CCN(CC(=O)Nc1ccccc1C(F)(F)F)C(=O)CCc1nc2ccccc2c(=O)[nH]1	0
CC1Cc2ccccc2N1C(=O)CN1CCC(n2nnc3cc(C(F)(F)F)ccc32)CC1 (stereo unspecified)	-2
